# Assay outcomes from PubChem.
# IDE inh: cellular human IDE inhibition; HEK cells, FAbetaB cleavage, fluorescence polarization; 320,000 compounds, 0.41% hits; P14735; inhibition, % at 5.59 µM;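 active means percent inhibition above the average of all tested compounds plus 3 SD, set per screening campaign, cut at about 16% in these data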;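 further: IDE supplied by intact live HEK cells; FP after avidin binding of uncleaved biotin substrate so inhibition keeps polarization high; 0% = DMSO wells and 100% = 60 µM reference IDE inhibitor Ii1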
# Target sequence (P14735 whole entry, looked up): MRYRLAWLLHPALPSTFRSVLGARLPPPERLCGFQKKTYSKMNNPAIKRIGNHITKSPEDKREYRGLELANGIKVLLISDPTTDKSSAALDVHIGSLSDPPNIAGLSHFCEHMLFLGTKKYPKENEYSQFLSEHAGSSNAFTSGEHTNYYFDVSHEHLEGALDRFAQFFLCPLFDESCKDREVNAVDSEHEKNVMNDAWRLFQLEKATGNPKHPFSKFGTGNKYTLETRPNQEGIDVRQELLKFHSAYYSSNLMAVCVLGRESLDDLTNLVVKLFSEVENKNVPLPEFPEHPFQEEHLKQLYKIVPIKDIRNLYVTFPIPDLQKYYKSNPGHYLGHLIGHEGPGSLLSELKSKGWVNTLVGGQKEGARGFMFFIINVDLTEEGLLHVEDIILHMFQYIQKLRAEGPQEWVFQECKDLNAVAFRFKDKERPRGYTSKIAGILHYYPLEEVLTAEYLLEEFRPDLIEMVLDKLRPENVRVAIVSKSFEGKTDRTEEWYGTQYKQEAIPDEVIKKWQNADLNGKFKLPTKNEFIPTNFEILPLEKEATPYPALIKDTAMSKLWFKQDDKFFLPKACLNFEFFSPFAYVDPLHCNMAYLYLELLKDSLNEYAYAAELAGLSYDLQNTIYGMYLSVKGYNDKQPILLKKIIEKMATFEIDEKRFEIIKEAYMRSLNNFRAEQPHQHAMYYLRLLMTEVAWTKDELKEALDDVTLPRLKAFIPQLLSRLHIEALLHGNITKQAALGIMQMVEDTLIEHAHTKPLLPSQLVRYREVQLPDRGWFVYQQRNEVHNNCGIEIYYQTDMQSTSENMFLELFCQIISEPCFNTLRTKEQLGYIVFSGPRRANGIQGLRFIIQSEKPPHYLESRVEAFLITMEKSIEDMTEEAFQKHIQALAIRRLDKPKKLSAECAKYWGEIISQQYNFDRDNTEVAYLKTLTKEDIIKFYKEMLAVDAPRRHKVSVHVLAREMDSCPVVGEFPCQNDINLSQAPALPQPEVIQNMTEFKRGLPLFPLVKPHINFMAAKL
# IDE act: boosts human insulin-degrading enzyme activity in HEK cells; FAbeta-B cleavage, fluorescence polarization; 0% vehicle, 100% cell-free pure enzyme wells; activation, % at 5.96 µM; P14735; 340,000 compounds, 0.073% hits;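 active means activation above the mean of all tested compounds plus 3 SD, set per screening campaign, cut at about 17% in these data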
# Active calls of the source: *. The list is partial; count on the stated rates, not on these rows.
SMILES,IDE inh,IDE act
O=C(CCS(=O)(=O)c1ccccc1)Nc1ccc(S(=O)(=O)Nc2nccs2)cc1,2,4
CCN(CC(=O)Nc1ccc2c(c1)OCCO2)C(=O)c1ccccc1Br,-2,5
Cc1cccc(NC(=O)COC(=O)c2nn(C)c(=O)c3ccccc23)c1C,1,5
Cc1ccc(NC(=O)c2nc[nH]c2C(=O)NCCN(CCNC(=O)c2[nH]cnc2C(=O)Nc2ccc(C)cc2)CCNC(=O)c2[nH]cnc2C(=O)Nc2ccc(C)cc2)cc1,3,2
O=C1CC2(CCN(C(=O)c3ccc(F)c(F)c3)CC2)Oc2ccccc21,-1,-1
Cc1ccccc1-c1cc(C(=O)NCc2ccc3c(c2)OCO3)n(CC2CC(c3cccnc3)=NO2)n1 (stereo unspecified),1,8
O=C(c1ccccc1)C(O)c1ccccc1 (stereo unspecified),1,0
COc1ccc(C(=O)OCC(=O)N2CCN(C(=O)c3ccco3)CC2)cc1OC,7,7
Cc1ccc(NC(=O)CNC(=O)c2cccc(Cl)c2)nc1,-6,-1
O=C(c1cc(-c2ccc(Cl)s2)nc2ccccc12)N1CCOCC1,2,3
COc1ccc(S(=O)(=O)N2CCOCC2)cc1NC(=O)CSc1nnc2n1CCCCC2,1,2
Cc1ccc(NS(=O)(=O)c2cccc(C(=O)NC3CC3)c2)c(C)c1,2,8
Cc1onc(-c2ccccc2)c1C(=O)OCC(=O)Nc1cccc(Cl)c1,1,1
O=C(NC1CC1)C1=C[C@@H](C2CC2)C[C@@H](OCCCCO)O1,-3,2
CCCNC(=O)c1cccc(S(=O)(=O)N2CC3(C)CC2CC(C)(C)C3)c1 (stereo unspecified),2,1

# Whole records as entered above:
# CCN(CC(=O)Nc1ccc2c(c1)OCCO2)C(=O)c1ccccc1Br across the screens: IDE inh: -2; IDE act: 5
# Cc1ccc(NC(=O)c2nc[nH]c2C(=O)NCCN(CCNC(=O)c2[nH]cnc2C(=O)Nc2ccc(C)cc2)CCNC(=O)c2[nH]cnc2C(=O)Nc2ccc(C)cc2)cc1 across the screens: IDE inh: 3; IDE act: 2

# Next entries:
SMILES,IDE inh,IDE act
COc1cc(Cl)c(C)cc1NCC(=O)Nc1cccc(S(=O)(=O)N2CCCC2)c1,4,0
CC(=O)c1cccc(S(=O)(=O)Nc2ccccc2N2CCOCC2)c1,-1,4
C[C@@H]1CN([C@@H](C)CO)C(=O)Cc2cc(NC(=O)Nc3cccc4ccccc34)ccc2O[C@@H]1CN(C)S(C)(=O)=O,1,2
O=C(Cc1ccccc1)Nc1ccc2c(c1)OC1(CCCC1)O2,2,2
CCCNC(=O)c1onc(CSc2ccc(Cl)cc2)c1C(=O)NCCOC,6,-3
COc1ccccc1C(NC(C)=O)c1c(O)ccc2ccc(O)cc12 (stereo unspecified),5,-8
CCOC(=O)c1c(C)[nH]c(C(=O)COC(=O)Cn2cc(C(F)(F)F)ccc2=O)c1C,-1,1
CN1CCN(c2ccc(-c3cccc(NC(=O)COc4ccccc4)c3)nn2)CC1,-7,-3
CC1CCN(C(=O)COc2ccc(S(=O)(=O)N3CCOCC3)cc2)CC1,-2,4
CCCCn1c(N)c(N(CCOC)C(=O)c2ccc(OCc3c(C)noc3C)cc2)c(=O)[nH]c1=O,-2,2
CC(C)Oc1ccc(C(=O)OCC(=O)NC2CCCCCC2)cc1,1,-1
Cc1cccc([C@@H]2[C@@H]3C(=O)N(Cc4ccccc4)C(=O)[C@@H]3[C@]3(Cc4ccccc4)C(=O)N(c4ccccc4)C(=O)N23)c1,-3,5
COCCN(CC(=O)Nc1cccc(C)c1C)C(=O)C1(c2ccccc2)CC1,-3,1
Cc1ccccc1C(=O)NNC(=O)C1CCN(C(=O)Nc2ccccc2)CC1,5,2
Cc1ccc(OCC(=O)Nc2cccc(S(=O)(=O)N3CCCCCC3)c2)cc1C,4,3

# Arranged by formula weight (descending): some entries from above
SMILES,IDE inh,IDE act
COc1cc(Cl)c(C)cc1NCC(=O)Nc1cccc(S(=O)(=O)N2CCCC2)c1,4,0
Cc1ccc(OCC(=O)Nc2cccc(S(=O)(=O)N3CCCCCC3)c2)cc1C,4,3
CC1CCN(C(=O)COc2ccc(S(=O)(=O)N3CCOCC3)cc2)CC1,-2,4
COCCN(CC(=O)Nc1cccc(C)c1C)C(=O)C1(c2ccccc2)CC1,-3,1

# Additional structures follow:
SMILES,IDE inh,IDE act
CCCN(CC(=O)Nc1ccccc1C)C(=O)C1CCN(C(=O)Nc2ccccc2)CC1,6,7
Cc1ccc(C(C)(C)C)cc1S(=O)(=O)Nc1ncnc2sccc12,-6,1
CC12CCC(=O)N1C(C(=O)NNC(=O)COc1ccccc1F)CS2 (stereo unspecified),3,2
CC(C)N(C(=O)COC(=O)c1ccc(Cl)s1)c1ccccc1,-6,6
COc1ccc(OC)c(NC(=O)CN2C(=O)C(C)N(c3ccc(C)cc3)C2=O)c1 (stereo unspecified),-1,2
COC(=O)c1cc(NC(=O)CN(C)C2CCS(=O)(=O)C2)cc(C(=O)OC)c1 (stereo unspecified),1,6
Cc1c(N)c(=O)n(-c2ccccc2)n1C,3,1
CN(C(=O)COC(=O)Cc1c(Cl)cccc1Cl)c1c(N)n(Cc2ccccc2)c(=O)[nH]c1=O,4,5
COc1ccc(-c2nc3ccc(C)cn3c2NCc2ccccc2)cc1SC1CCCCC1,-3,-1
CN(C(=O)COC(=O)Cn1cnc2ccccc21)C1CCCCC1,3,-4
O=C1CC[C@H](O)CCN1CCSc1ccc(Br)cc1,11,-6
COc1cc(/C=C/C(=O)OCC(=O)c2ccc[nH]2)cc(OC)c1OC,-2,1
C#CCOCCOCCOCCNc1nc(N2CCN(C(=O)CCCCCCCCCCNC(=O)Cn3cc(C[C@@H](C)O)nn3)CC2)nc(N2CCN(C(=O)CCCCCCCCCCNC(=O)[C@H](CCCCN)n3cc(CCCC(=O)O)nn3)CC2)n1,7,3
Cc1ccc(C)c(OCCC(=O)Nc2cccc(S(=O)(=O)NC3=NCCCCC3)c2)c1,1,-2
Nc1ccc2c(c1)C(=O)c1ccccc1-2,5,-4
O=C(NN=C(c1ccccc1)c1ccccn1)c1ccccc1,-5,-3
CC(=O)Nc1cccc(NC(=O)CSc2nc(=O)n(Cc3ccccn3)c3c2CCC3)c1,-5,3
Cc1noc(C)c1CSCC(=O)Nc1ccccc1N1CCCCC1,4,7
CCc1ccc(C(=O)CN2C(=O)NC3(CCOc4ccccc43)C2=O)s1 (stereo unspecified),-8,-6
COCCn1c(SC(C)C(=O)NC2CCCCC2C)nc2ccccc2c1=O (stereo unspecified),-3,2
O=C(/C=C/c1cccc([N+](=O)[O-])c1)OCC(=O)N1CCN(C(=O)c2ccco2)CC1,0,-2
c1ccc2c(c1)Oc1ccccc1S2,6,0
CC1(C)CC(N2CCC(=O)NC2=S)CC(C)(C)N1,-5,7
O=C(NCC(c1cccs1)N1CCOCC1)c1cc(=O)[nH]c2ccccc12 (stereo unspecified),-2,2
COc1ccc(N2CCN(C(=O)[C@H](C)N3C(=O)C4CC=CCC4C3=O)CC2)cc1 (stereo partly specified),2,0
COC(=O)c1sccc1NC(=O)c1cccc(F)c1,1,-2
COCCn1c(Cc2ccccc2)nnc1SCC(=O)Nc1oc(C)c2c(C)n[nH]c(=O)c12,10,0
CC(C)(C)OC(=O)C[C@H]1C/C=C\C[C@@H](CC(=O)NCCO)C(=O)N2CCC[C@H]2COC1=O,-1,10
C[C@@]12C(=O)N(CC3CCCO3)CC(=O)N1[C@H]1c3ccccc3OC[C@@H]1[C@@H]2c1ccccc1 (stereo partly specified),-1,-2
O=C1CN(C(=O)COc2ccc([N+](=O)[O-])cc2Cl)c2ccccc2N1,-1,-1
CCOc1cc2c(C#N)c(N3CCCC3)nc(N)c2c(N)n1,-2,1
O=C(NNC(=O)c1cc(Cl)ccc1[N+](=O)[O-])c1csc(N2CCOCC2)n1,3,4
c1ccc(-c2cnnc(-c3ccccn3)n2)cc1,2,0
O=C(/C=C/c1ccccc1Cl)NNC(=O)c1ccncc1,-1,2
CN(C)C(=O)c1ccc(NC(=O)CSc2nnc(-c3cccs3)n2N)cc1,4,2
CC1(C)CC(=O)C=C(c2ccc(OC(F)(F)F)cc2)C1,0,5
CC(C)(C)OC(=O)NCCCCCNC(=O)c1ncn(Cc2ccccc2)c1C(=O)NCCCCCNC(=O)OC(C)(C)C,2,3
COc1cc(NC(=O)CSc2nc(=O)n(CCCN3CCOCC3)c3c2CCC3)cc(OC)c1,5,6
Cc1cccc(NC(=O)CNC(=O)c2ccc3c(c2)OCO3)n1,1,-2
C=CC[C@H](CC(=O)OC(C)(C)C)C(=O)OC[C@@H]1CCCN1C(=O)[C@H](CC=C)CC(=O)N[C@H](CO)Cc1ccccc1,-1,4
C#CCOCCOCCOCCNc1nc(N2CCN(C(=O)CCCCCCCCCCNC(=O)[C@H](CCCCN)n3cc(CCCC(=O)O)nn3)CC2)nc(N2CCN(C(=O)CCCCCCCCCCNC(=O)[C@H](CCCN=C(N)N)n3cc(C[C@@H](C)CC)nn3)CC2)n1,5,26*
O=C(COC(=O)C1CCN(S(=O)(=O)c2ccc3c(c2)OCCO3)CC1)NC1CCCCC1,4,1
CC(C)C(C)NC(=O)COC(=O)C1CCN(S(=O)(=O)c2ccc3c(c2)OCCO3)CC1 (stereo unspecified),-7,6
CCc1noc(C)c1C(=O)Nc1cc(S(=O)(=O)N2CCOCC2)ccc1OCC(F)(F)F,-2,9
CC(Nc1nc(-c2ccc(F)cc2)cs1)c1nc2cc(Cl)c(Cl)cc2n1CCCO (stereo unspecified),4,6

# New compounds follow:
Compound,IDE inh,IDE act
CN(C)S(=O)(=O)NC(=O)C1=C(N2CCCC2)COC1=O,7,3
O=C(COc1ncnc2ccccc12)NC1CCCC1,1,-2
COc1cc(OC)cc(C(=O)NCC(=O)OCC(=O)NC(C)CCc2ccccc2)c1 (stereo unspecified),3,3
O=C(O)C1C2CCC(C2)C1C(=O)Nc1ccccc1 (stereo unspecified),9,5
Cc1cc(Cl)ccc1OCC(=O)Nc1cccc(S(=O)(=O)NC2=NCCCCC2)c1,8,-4
COc1ccc(Cl)cc1NC(=O)COC(=O)c1cc(C)oc1C,2,0
CN(C)S(=O)(=O)c1ccc(N2CCCC2)c(C(=O)NC2(C)CCS(=O)(=O)C2)c1 (stereo unspecified),4,4
CCCC1(CCC)NC(=O)N(CC(=O)Nc2ccc(Cl)c(S(=O)(=O)N3CCOCC3)c2)C1=O,5,0
CC(C)Cn1c(N)c(C(=O)COC(=O)CCc2nc3ccccc3c(=O)[nH]2)c(=O)n(C)c1=O,-2,6
CCN(CC(=O)Nc1ccccc1C(F)(F)F)C(=O)CSCc1ccc(C)cc1,-1,2
CCOc1ncccc1C(=O)OCC(=O)c1c[nH]c2ccccc12,-5,7
COc1ccc(NS(=O)(=O)c2cccc(C(=O)NCC(c3ccc(OC)cc3)N3CCCC3)c2)cc1 (stereo unspecified),0,6
C[C@@H](O)Cc1cn(CC(=O)NCCCCCCCCCCC(=O)N2CCNCC2)nn1,-1,0
O=C(N/N=C/c1cccnc1)c1cc(-c2ccc(Cl)cc2)nc2ccccc12,8,2
COc1ccc(OC[C@@H](O)CNC(=O)c2cccc3c2C(=O)c2ccc(-c4ccc(F)cc4OCc4ccccc4)cc2S3(=O)=O)cc1,-1,4
COC/C=C/C1=CC2=CC(=O)C(C)(OC(=O)c3cnc4ccccc4n3)C(=O)C2=CN1Cc1ccco1 (stereo unspecified),3,2
O=C(O)c1ccc(S(=O)(=O)N2CCC3(CC2)CC(=O)c2ccccc2O3)cc1,3,1
CN(CC(=O)Nc1ccc(Cl)c(C(F)(F)F)c1)C(=O)Cn1cc([N+](=O)[O-])ccc1=O,0,-2
CCOc1ccc(S(=O)(=O)Nc2ccc(C(=O)NCCCN3CCCC3=O)cc2)cc1,-1,3
CN1CCC(N(C)C(=O)c2ccc(Cl)c(S(=O)(=O)Nc3cc(Cl)ccc3Cl)c2)CC1,1,6
COc1ccc(CC(=O)Nc2cccc(Cl)c2C)cc1S(=O)(=O)N1CCOCC1,-5,1
CC(C)n1nc(C(=O)Nc2ccc3c(c2)OCO3)c2ccccc2c1=O,-4,1
Cn1cccc1C(=O)OCC(=O)Nc1ccc2[nH]c(=O)[nH]c2c1,4,-3
CCc1cc(Cn2nc(-c3ccccc3)cc2C(=O)O)on1,1,4
CCCSc1ccc([C@H]2N[C@@](C)(C(=O)OC)[C@H]3C(=O)N(C)C(=O)[C@@H]23)cc1OC,7,7
CCOc1cc(N2CCOCC2)c(OCC)cc1NC(=O)c1cc(S(=O)(=O)N2CCOCC2)ccc1F,2,-1
CN(C(=O)COC(=O)COc1ccc(Cl)cc1Cl)c1c(N)n(Cc2ccccc2)c(=O)[nH]c1=O,-9,-1
COc1ccccc1N(C)S(=O)(=O)c1ccc(Cl)c(C(=O)NCC2(N(C)C)CCCCC2)c1,-1,4
O=S(=O)(Nc1ccccc1Cl)c1ccc(-c2ccccn2)s1,-5,3
CC(C)(C)C1CCC(C(=O)Nc2ccc(N3CCOCC3)cc2N2CCOCC2)CC1 (stereo unspecified),-4,4
O=C(NCC(c1ccco1)N1CCCCC1)c1cnc(Cl)c(Cl)c1 (stereo unspecified),3,3
Oc1cc(-c2cccnc2)cc2cccnc12,5,3
CC(OC(=O)C1CCN(c2ccc(C(F)(F)F)cn2)CC1)C(=O)Nc1cccc([N+](=O)[O-])c1 (stereo unspecified),-1,2
O=C(CCCCO)c1ccc(O)c(Cl)c1,4,-1
CN(CC(=O)Nc1ccccc1Br)C(=O)Cn1[nH]c(=O)c2ccccc2c1=O,4,1
